# EphA4 KYL inhibition: EphA4 ligand-binding antagonists – biochemical, colorimetric, mouse EphA4, primary screen (AID 689); 62,000 tested, 0.1% active; EphA4-AP binding to KYL peptide, pNPP A405; higher % means a stronger effect; inhibition, % at 10 µM; hits with a dose series show IC50 in µM; in the data active = a potency from the dose series; inactive = the rest, 99 in 100 with inhibition below about 22%
# An asterisk follows results filed as active; & = joins results of further samples.
molecule	EphA4 KYL inhibition
Cc1ccc(N(CC(O)Cn2c3ccccc3c3ccccc32)S(C)(=O)=O)c(C)c1 (stereo not drawn)	-13%
CC(C)(C)n1nc2c(c1NC(=O)c1ccco1)CS(=O)C2 (stereo not drawn)	-9%
COc1ccc(C(=O)CSc2nnc(-c3ccccc3)o2)cc1	-2%
CCN(CC)c1ccc(C=N/C(C#N)=C(\N)C#N)cc1	-4%
Cc1c(-c2nnnn2-c2ccc(F)cc2)cnc2cc3c(cc12)OCO3	-6%
Clc1ccc(Cc2ccccc2)nn1	-8%
CC1=NN(c2ccccc2)C(=O)C1/C=C1\C(=O)NC(=O)N(c2ccc(C)cc2)C1=O (stereo not drawn)	-5%
Cc1ccc(-c2nc(C3CCCN(S(=O)(=O)c4ccc(C(C)(C)C)cc4)C3)no2)cc1 (stereo not drawn)	-6%
CC(C)CCNC(=O)CCCOc1ccccc1	10%
COc1cccc(OC)c1C(=O)Nc1ccc2c3c(cccc13)CC2	-13%
Cc1nc2nc(C)n(-c3ccccc3)c2s1	-14%
CCOC(=O)COc1ccccc1C1Nc2ccccc2C(=O)N1c1cccc(Cl)c1 (stereo not drawn)	-13%
CCOC(=O)C1=c2/c(=C/c3ccccc3OC)c(N)c(C#N)n2C(=O)C(c2ccccc2OC)S1 (stereo not drawn)	-31%
O=C(CCSc1nnc2ccc3ccccc3n12)Nc1ccc(F)cc1	15%
CCOC(=O)NC1C=CS(=O)(=O)C1 (stereo not drawn)	-18%
CC(C)n1c(-c2ccc(C(C)(C)C)cc2)n[nH]c1=S	-4%
O=C(Nc1nc2ccc([N+](=O)[O-])cc2s1)c1cccc(Oc2ccccc2)c1	1%
O=C(Nc1ccc(-c2nc3ccccc3s2)cc1)c1cc2ccccc2oc1=O	-3%
c1ccc(Cc2nc(-c3ccncc3)no2)cc1	14%
COc1ccc(CCNC(=O)c2ccc3nc(-c4ccco4)c(-c4ccco4)nc3c2)cc1OC	24%
Cc1ccc(C2/C(=C(/O)c3ccc(OC(C)C)cc3)C(=O)C(=O)N2CCN2CCOCC2)cc1 (stereo not drawn)	-8%
COc1cc(NC(=O)c2cccc([N+](=O)[O-])c2)ccc1NC(=O)c1ccco1	6%
CC(O)c1c(OCc2ccccc2)ncnc1OCc1ccccc1 (stereo not drawn)	-6%
COc1ccc(-c2nc(-c3ccccc3)nc(Cl)c2C#N)cc1	-18%
Cc1cc(NS(=O)(=O)c2ccc(NC(=O)c3ccoc3C)cc2)nc(C)n1	-8%
CCOC(=O)C1CCN(CCC(=O)Nc2cccc(Cl)c2C)CC1	-6%
CCOC(=O)c1ccc(N2C(=O)CC(N3CCN(Cc4ccccc4)CC3)C2=O)cc1 (stereo not drawn)	-18%
Cc1ccc(N(CC(O)CN2CCCC2)S(=O)(=O)c2ccccc2)cc1 (stereo not drawn)	-7%
O=C(NNC(=O)c1cccnc1)Nc1ccc(Cl)c(Cl)c1	-6%
COCCNC(=O)C1CC(c2ccc(F)cc2)=NO1 (stereo not drawn)	-8%
CCCOC(=O)Cc1c(O)c2ccccc2[nH]c1=O	-7%
COc1c(C)cccc1C(=O)Nc1ccc(N2CCN(S(C)(=O)=O)CC2)cc1	-17%
CN(C)C=Nc1ncc2c3ccccc3n(Cc3ccccc3)c2c1C#N	-39%
CC(Sc1nc2c(c(=O)n(C)c(=O)n2C)n1Cc1cc2c(cc1Cl)OCO2)C(=O)O (stereo not drawn)	0%
CCC(C)n1cnc2c(c1=O)c1nc3ccccc3nc1n2Cc1ccccc1OC (stereo not drawn)	-14%
CCOC(=O)CSc1nnc(Cc2cc(=O)[nH]c(=O)[nH]2)n1-c1cccc(OC)c1	-1%
CCc1c(C)nc(SCC(=O)Nc2c(C)n(C)n(-c3ccccc3)c2=O)[nH]c1=O	0%
Cn1c2ccccc2c(=O)n2c(=O)c3ccccc3cc12	4%
CC(C(=O)N1CCN(c2ccccc2)CC1)N1C(=O)C2CC=CCC2C1=O (stereo not drawn)	-9%
CC(C)C(=O)Nc1ccc(C(=O)NNC(=O)CCCOc2ccc(Cl)cc2Cl)cc1	-13%
Cc1ccc(Cl)cc1N1CCN(C(c2ccc(C#N)cc2)c2nnnn2C2CCCC2)CC1 (stereo not drawn)	-11%
CCOc1ccc(C(=O)NC(C(=O)NCc2ccccn2)C(C)C)cc1 (stereo not drawn)	-12%
O=C(OCC(=O)N(C1CCCCC1)C1CCCCC1)c1cnccn1	-4%
O=C(COC(=O)c1cc(S(=O)(=O)N2CCOCC2)ccc1O)NCC1CCCO1 (stereo not drawn)	16%
O=c1oc(Nc2cccc(F)c2)nc2ccccc12	-12%
OC(C#CCN1CCCC1)c1ccccc1 (stereo not drawn)	6%
O=c1c2c([nH]c3ccccc13)C(=C1CCCC1)CC2	-5%
CCOC(=O)c1nnn(-c2nonc2-n2cccc2)c1CN1CCC(C(=O)OCC)CC1	-5%
O=C(CC12CC3CC(CC(C3)C1)C2)N1CCCOC1	-2%
O=C1NC(c2ccncc2)C(C(=O)c2cccs2)C(O)(C(F)(F)F)N1 (stereo not drawn)	-8%

# Part of the list above in a different format.
EphA4 KYL inhibition | molecule
-5% | O=c1c2c([nH]c3ccccc13)C(=C1CCCC1)CC2
-6% | O=C(NNC(=O)c1cccnc1)Nc1ccc(Cl)c(Cl)c1

# Some of these compounds in order of SMILES length, descending:
molecule	EphA4 KYL inhibition
CCOC(=O)CSc1nnc(Cc2cc(=O)[nH]c(=O)[nH]2)n1-c1cccc(OC)c1	-1%
CCOC(=O)c1ccc(N2C(=O)CC(N3CCN(Cc4ccccc4)CC3)C2=O)cc1 (stereo not drawn)	-18%
O=c1oc(Nc2cccc(F)c2)nc2ccccc12	-12%

# Following part
molecule	EphA4 KYL inhibition
COc1ccc(Cl)cc1N1C(=O)C2CCCN2C1c1ccccc1F (stereo not drawn)	-3%
C=CCNc1ncnc2c1[nH]c1ccccc12	5%
CCOc1ccc(C2SCC(=O)N2c2c(C)n(C)n(-c3ccccc3)c2=O)cc1 (stereo not drawn)	3%
CS(=O)(=O)N1CCCC(C(=O)NCc2cccs2)C1 (stereo not drawn)	-4%
CC(C)(C)c1ccc(C(=O)N/C(=C\c2cccs2)C(=O)NCc2ccco2)cc1	11%
O=C(NC1CCCCNC1=O)c1ccc(Cl)cc1 (stereo not drawn)	-12%
COc1ccc(C(=O)N2CCCC(c3nc(-c4cccs4)no3)C2)cc1OC (stereo not drawn)	-13%
Cc1csc(C(C#N)C(=O)c2ccc(S(=O)(=O)N3CCCC3)cc2)n1 (stereo not drawn)	-4%
CC(NS(=O)(=O)c1ccc(Cl)cc1)C1C2CC3CC(C2)CC1C3 (stereo not drawn)	-17%
Cc1ccc(C)c(CSc2nnc(-c3cccnc3)o2)c1	-10%
Cc1ccc(N(CC(N)=O)C2SC(=O)N(Cc3cccc(C(=O)O)c3)C2=O)cc1 (stereo not drawn)	-3%
CCOC(=O)N1CCC(NC(=O)CCS(=O)(=O)c2ccc3c(c2)CCN3C(C)=O)CC1	-8%
Cn1c(=O)[nH]c(=O)c2c1nc(NCCCn1ccnc1)n2CCOc1ccccc1	-18%
COc1cc(OC)cc(C(=O)Nc2ncc3c(n2)CC(C)CC3=O)c1 (stereo not drawn)	-7%
COc1ccc(C)cc1NC(=O)c1cc2ccccc2o1	-11%
CN(C)C(=O)c1cn(-c2ccccc2)c(=O)c2ccccc12	-12%
CCCCNC(=O)NS(=O)(=O)c1cnccc1Sc1ccc(Cl)cc1	-5%
COc1ccc(-c2cn3c4c(sc3n2)CCCC4)cc1	-2%
Cc1csc(NC(=O)c2ccc(S(=O)(=O)N(C)c3ccccc3)cc2)n1	-17%
CCOC(=O)c1c(-c2ccc(C)c(C)c2)csc1NC(=O)C1CC=CCC1C(=O)O (stereo not drawn)	2%
O=C(O)c1ccc(COc2ccc(/C=N/NC(=O)c3cccs3)cc2)cc1	-7%
COc1ccc(S(=O)(=O)N(CCCN2CCCC2=O)Cc2cc3cc(C)c(C)cc3[nH]c2=O)cc1	-6%
O=C(NCc1ccco1)c1nn(-c2ccccc2)c(=O)c2ccccc12	-19%
COC(=O)CN1C(=O)C(=Cc2ccncc2)SC1=S	9%
CCOc1cc(/C=N\NC(=O)Cn2nc([N+](=O)[O-])cc2C)ccc1OCc1cccc2ccccc12	-2%
O=C(CSc1nc2c(c(C(F)(F)F)n1)CCc1ccccc1-2)NCc1ccco1	10%
COc1cc(NS(=O)(=O)c2ccc(NC(=S)NC(=O)/C=C/c3ccc(F)cc3)cc2)ncn1	1%
CCC(=O)Nc1c(C)nn(C(=O)CC)c1C	9%
CC(C)OC(=O)CSc1nnc(-c2ccncc2)n1N	-2%
COc1ccc2[nH]c3c(N4CCN(Cc5ccc6c(c5)OCO6)CC4)ncnc3c2c1	-2%
Cc1ccc2cc(C(=O)O)c(C)nc2c1	13%
C(=C\c1nc(-c2cccnc2)no1)/c1ccccc1	-11%
O=C(Nc1ccccc1)N1CCSc2cc(Cl)ccc21	-11%
COc1ccc(N/C(=C(/C(Cl)=C(Cl)Cl)[N+](=O)[O-])n2nnc3ccccc32)cc1	-4%
O=C(CSCc1ccccc1)Nc1ccccc1Cl	-4%
CCOC(=O)c1cnc(Nc2nc3ccccc3o2)nc1CN1CCN(C)CC1	0%
COc1ccc(Nc2nnc(Cc3ccccc3)c(=O)[nH]2)c(OC)c1	22%
CCCCOC(C)n1ccc(=O)[nH]c1=O (stereo not drawn)	0%
Cc1cn(S(=O)(=O)c2ccc(Br)cc2)cn1	-14%&-8%
CC(C)c1nc(N2CCOCC2)c(C#N)c2c1CCC2	12%
CN(C)S(=O)(=O)c1ccc(S(=O)(=O)N(CC(=O)Nc2ccccc2)CC2CCCO2)cc1 (stereo not drawn)	6%
O=C1C(Cl)=C(NCCc2ccccc2)C(=O)N1c1ccccc1	-4%
Cc1nnc2n(Cc3ccccc3)c(=O)c3c4c(sc3n12)COC(C(C)C)C4 (stereo not drawn)	-6%
COc1ccc2oc(=O)c(C(C)=O)cc2c1	-2%
N=C1S/C(=C\c2ccc(-c3cccc(C(=O)O)c3)o2)C(=O)N1c1ccc2c(c1)OCO2	15%
CC(C)Oc1ccc(C(=O)O)c(C(=O)O)c1	10%
Cc1ccc(C)c(-n2c(CNC(=O)c3ccco3)nnc2SCC(=O)Nc2nnc(C)s2)c1	-16%
O=C(NCc1cccnc1)C1CCCCN1S(=O)(=O)c1ccc(F)cc1 (stereo not drawn)	-10%
CCOc1ccc(-n2c(N)c(C(=O)NCC3CCCO3)sc2=S)cc1 (stereo not drawn)	0%
Cc1cccc(NC(=O)C23CCC(C)(/C(=N/O)C2)C3(C)C)c1 (stereo not drawn)	-12%

Cn1c(=O)oc2cc(S(=O)(=O)NC3CCCCCCC3)ccc21
  EphA4 KYL inhibition: -2%
COC(=O)C1(S(=O)(=O)C2(C(=O)OC)CCCC2)CCCC1
  EphA4 KYL inhibition: -5%
NS(=O)(=O)c1ccc(-c2ccc(/C=c3/sc4nc5ccccc5n4c3=O)o2)cc1
  EphA4 KYL inhibition: 6%
CCOC(=O)N1CCN(C(=O)CN2C(=O)CC(C)(C)S(=O)(=O)c3ccccc32)CC1
  EphA4 KYL inhibition: -5%
COc1ccccc1-c1nnc(NC(=O)c2ccc(S(=O)(=O)N(C)C)cc2)o1
  EphA4 KYL inhibition: -7%
COc1ccc(CNS(=O)(=O)c2ccc3c(c2)CCN3C(=O)C2CC2)cc1
  EphA4 KYL inhibition: -4%
Cc1ccc(Cn2c(=O)c3c(ncn3C)n(C)c2=O)cc1
  EphA4 KYL inhibition: -7%
O=S(=O)(NCCNS(=O)(=O)c1cccs1)c1cccs1
  EphA4 KYL inhibition: -8%
COc1ccc(CCn2c(=N)c(C(=O)N3CCN(C)CC3)cc3c(=O)n4ccccc4nc32)cc1
  EphA4 KYL inhibition: 40%
C=CCNC(=S)NNC(=O)c1ccc2c(c1)OCO2
  EphA4 KYL inhibition: -8%
CCS(=O)(=O)Nc1cccc(C2=NN(S(=O)(=O)c3ccccc3)C(c3cccs3)C2)c1 (stereo not drawn)
  EphA4 KYL inhibition: -8%
NC(=O)C1CCN(C(=O)c2ccc(Cl)cc2)CC1
  EphA4 KYL inhibition: 0%
OC(COCc1ccccc1)CN1CCCC1 (stereo not drawn)
  EphA4 KYL inhibition: -19%
COc1cccc(C(=O)Nc2ccc(-c3cnc(-c4ccc(NC(=O)c5cccc(OC)c5)cc4)nc3)cc2)c1
  EphA4 KYL inhibition: -3%
COc1ccc(-n2nnnc2SCC(=O)Nc2nnc(C)s2)cc1OC
  EphA4 KYL inhibition: 8%
CCOc1ccccc1Oc1c(C)oc2cc(OC(=O)N3CCOCC3)ccc2c1=O
  EphA4 KYL inhibition: 3%
Cn1c(=O)[nH]c2cc(Cl)cnc21
  EphA4 KYL inhibition: -11%
O=C(c1ccccc1F)N1CCN(c2c(Cl)cccc2[N+](=O)[O-])CC1
  EphA4 KYL inhibition: -20%

# Another view of 7 compounds above.
EphA4 KYL inhibition | Compound
-8% | O=S(=O)(NCCNS(=O)(=O)c1cccs1)c1cccs1
3% | CCOc1ccccc1Oc1c(C)oc2cc(OC(=O)N3CCOCC3)ccc2c1=O
40% | COc1ccc(CCn2c(=N)c(C(=O)N3CCN(C)CC3)cc3c(=O)n4ccccc4nc32)cc1
-8% | C=CCNC(=S)NNC(=O)c1ccc2c(c1)OCO2
-3% | COc1cccc(C(=O)Nc2ccc(-c3cnc(-c4ccc(NC(=O)c5cccc(OC)c5)cc4)nc3)cc2)c1
-4% | COc1ccc(CNS(=O)(=O)c2ccc3c(c2)CCN3C(=O)C2CC2)cc1
8% | COc1ccc(-n2nnnc2SCC(=O)Nc2nnc(C)s2)cc1OC

# Source: PubChem BioAssay

# Some of the compounds tested, so the mix of outcomes need not match the whole.
